Screening data deposited in PubChem by National Center for Advancing Translational Sciences (NCATS).
Pol beta inh: inhibitors of human DNA polymerase beta. actives 1.3% (n = 340,000). AID 485314. Pol beta primer extension/strand displacement, fluorescence kinetic. P06746. Potency, µM (highest dose often 114 µM), for the others: at the highest dose activity change, negative = inhibition, most hits filed as inhibitors; also: potency is read from the fitted curve at half-maximal effect; % is scaled to controls: 0 for no effect and ±100 for the full control effect
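Pol beta (10 nM) and compounds were preincubated 15 min at room temperature, then 50 nM substrate (final) started primer extension/strand displacement. Reads were taken at 0 and 10 min; concentration-response data were fitted to a four-parameter Hill equation.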
LDHA inh: inhibitors of human lactate dehydrogenase A | P00338 | purified LDHA, NADH/diaphorase-resazurin fluorescence; stronger effect = lower value | activity change, % (values are at about 110 or 230 µM) | actives 0.15% (n = 480,000) | AID 1347041; in the data active = activity change below about -30%; inconclusive = mostly about -25% to -30%;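 also: plate controls were DMSO wells for no effect and wells without enzyme for full effect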
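LDH5 2 nM; NADH 0.06 mM, pyruvate 0.2 mM; 200 mM Tris pH 7.4, EDTA, Tween-20; 5 min RT. Detection: diaphorase 0.133 mg/mL + resazurin 37 µM, fluorescence ex540/em590 at 0 and 20 min; normalized to enzyme-free and DMSO wells.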
Pol eta inh: blocks human DNA polymerase eta activity. Potency, µM (doses to about 114 µM), without a hit: at the highest dose activity change, negative = inhibition, usual class: inhibitors. actives 1.2% (n = 390,000). recombinant Pol eta, fluorescent DNA replication assay; also: potency is read from the fitted curve at half-maximal effect; % is scaled to controls: 0 for no effect and ±100 for the full control effect
Target sequence (Q9Y253 whole entry, looked up): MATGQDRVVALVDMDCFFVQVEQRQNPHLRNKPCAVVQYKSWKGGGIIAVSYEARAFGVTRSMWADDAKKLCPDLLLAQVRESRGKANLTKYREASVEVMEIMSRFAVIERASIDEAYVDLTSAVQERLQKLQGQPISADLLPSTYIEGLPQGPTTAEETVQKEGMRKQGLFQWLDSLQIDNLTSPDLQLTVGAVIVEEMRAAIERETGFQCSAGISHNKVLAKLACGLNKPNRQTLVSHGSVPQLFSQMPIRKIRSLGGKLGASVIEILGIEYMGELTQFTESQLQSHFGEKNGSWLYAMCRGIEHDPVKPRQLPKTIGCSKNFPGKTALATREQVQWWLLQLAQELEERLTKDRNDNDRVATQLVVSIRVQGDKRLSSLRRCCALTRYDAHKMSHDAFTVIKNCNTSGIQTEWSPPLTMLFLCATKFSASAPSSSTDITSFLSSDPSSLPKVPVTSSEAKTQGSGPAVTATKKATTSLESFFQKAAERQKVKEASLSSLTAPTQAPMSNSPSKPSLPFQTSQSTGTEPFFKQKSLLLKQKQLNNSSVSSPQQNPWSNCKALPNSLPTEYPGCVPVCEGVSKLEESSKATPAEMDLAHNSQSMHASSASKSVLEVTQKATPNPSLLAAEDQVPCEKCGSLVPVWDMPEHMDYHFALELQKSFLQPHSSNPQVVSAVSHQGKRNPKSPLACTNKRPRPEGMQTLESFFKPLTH
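Fluorescent replication assay: 50 nM final substrate added after a 15 min room-temperature compound preincubation with 10 nM enzyme. Signal taken at 0 min and again at 10 min.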
12-LOX inh: blocks human arachidonate 12S-lipoxygenase | purified 12hLO, xylenol orange hydroperoxide absorbance | Potency, µM (highest dose often 108 µM), for inactives: at the top dose activity change, negative = inhibition, actives largely listed as inhibitors | actives 1.1% (n = 580,000); also: potency is read from the fitted curve at half-maximal effect; % is scaled to controls: 0 for no effect and ±100 for the full control effect
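Hydroperoxide product was detected by ferrous iron/xylenol orange as the 573 to 405 nm absorbance ratio. Arachidonic acid at 40 uM (final) was turned over for 30 min at room temperature by 150 nM human 12hLO, pH 7.0 Hepes buffer, after 15 min compound preincubation.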
RGS4 inh: blocks human RGS4-accelerated GTP hydrolysis; Transcreener GDP fluorescence polarization, RGS4-accelerated GTP hydrolysis; Potency, µM (doses to about 114 µM), inactives show top-dose activity change, negative = inhibition, hits mostly inhibitors; actives 0.039% (n = 390,000); also: potency is read from the fitted curve at half-maximal effect; % is scaled to controls: 0 for no effect and ±100 for the full control effect; nearly all actives have a fitted effect of over 75% in size; some results filed as inactive show a strong effect at the top dose
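MLSMR compounds (23 nl, pin-transferred) preincubated 10 min at room temperature with a 500nM (2x) first reagent, then RGS4 at 900nM (2x) plus Transcreener GDP mix added; fluorescence polarization (620/688 nm) read before and after 90 min at 30 °C.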
APE1 inh: APE1 (human) endonuclease inhibition; recombinant APE1, TAMRA/BHQ-2 abasic DNA cleavage fluorescence; Potency, µM (doses to about 65.8 µM), inactives show at the top dose activity change, negative = inhibition, most hits filed as inhibitors; actives 0.35% (n = 350,000); AID 2517;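 also: potency is read from the fitted curve at half-maximal effect; plate controls were vehicle for no effect and reference inhibitor for full effect; nearly all actives have a fitted effect of over 55% in size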
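Compound pre-exposure to 0.75 nM APE1, 15 min at ambient temperature. Reaction initiated with 50 nM TAMRA/BHQ-2 THF substrate, read immediately in kinetic mode, 525 nm excitation, 598 nm emission.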
POLK inh: DNA polymerase kappa (human) inhibition | Q9UBT6 | purified Pol kappa, fluorescent DNA synthesis assay, 10 min | Potency, µM (doses to about 107 µM), inactives show at the highest dose activity, negative = inhibition, usual class: inhibitors | actives 0.53% (n = 400,000) | AID 588579; also: potency is read from the fitted curve at half-maximal effect; % is scaled to controls: 0 for no effect and ±100 for the full control effect
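Kinetic fluorescence screen: compound preincubated 15 min RT with 10 nM enzyme; 50 nM substrate (final) initiates; reads at 0/10 min.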
Apoferritin bind: candidate novel general anesthetic via apoferritin binding | actives 0.074% (n = 350,000) | apoferritin/1-aminoanthracene competitive binding, fluorescence | P02791 | Potency, µM (top dose mostly 77.5 µM), for inactives: top-dose activity change, negative = displacement, actives largely listed as inhibitors; also: potency is read from the fitted curve at half-maximal effect; % is scaled to controls: 0 for no effect and ±100 for the full control effect; nearly all actives have a fitted effect of over 20% in size
Target sequence (P02791 2-175 limits assumed): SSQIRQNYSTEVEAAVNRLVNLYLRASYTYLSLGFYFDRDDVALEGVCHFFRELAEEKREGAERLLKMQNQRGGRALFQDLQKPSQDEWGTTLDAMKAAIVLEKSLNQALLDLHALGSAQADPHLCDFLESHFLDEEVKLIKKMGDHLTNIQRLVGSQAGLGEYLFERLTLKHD
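10 uM apoferritin + 50% sat. 1-AMA, PBS; cpd 10 min RT; Ex380/Em535 endpoint; normalized to free probe vs complex; 4-param Hill fit; propofol titration as pos. ctrl.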
ERG-DNA inh: ERG Ets/DNA interaction inhibition | fluorescence polarization, His-ERG Ets domain / labelled DNA | Potency, µM (highest dose often 76.9 µM), for inactives: at the top dose FP activity, negative = inhibition, actives largely listed as inhibitors | actives 0.028% (n = 370,000) | P11308; active = well fitted inhibition curve with a large enough effect in the polarisation, with a control signal flat; inconclusive = small, poorly fitted or top-dose-only effect, or effect the other way, or a change in a side signal; inactive = no such curve, though single readings can be large or run the other way; the % refers to the polarisation;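 also: polarization taken with two DNA probes labelled with fluorescein and Texas red; potency is read from the fitted curve at half-maximal effect; % of control where 0% means no effect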
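His-tagged ERG Ets domain (1 uM in the protein solution; 300mM KCl, 50mM Tris-HCl, 1mM EDTA, 1mM DTT, pH 7.5) received compound, then a probe mix of 5 nM fluorescein-DNA and 100nM Texas-615-DNA. Fluorescence polarization was read for both dyes.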
* = called active by the depositor; ? = inconclusive; nt = no result given; & = joins results of further samples; [ ] = another dose, or the depositor's remark. Unless noted, calls follow the shape of the dose curve; as a rule, active = well fitted curve in the direction sought with a large enough effect; inconclusive = small, poorly fitted or top-dose-only effect, or another doubt; inactive = no such curve, though single readings can be large; an effect the other way counts as inactive or inconclusive. The list is partial, so the mix of outcomes need not match the whole.

SMILES	Pol beta inh	LDHA inh	Pol eta inh	12-LOX inh	RGS4 inh	APE1 inh	POLK inh	Apoferritin bind	ERG-DNA inh
O=C(Nc1ncc(Cc2ccccc2)s1)C1CCCO1 (centres undefined)	3%	-1	-10%	2%	-12%	0%	4%	1%	-7%
COc1cccc(NC(=O)C2CCC(CNC(=O)[C@@H]3Cc4ccccc4CN3)CC2)c1 (some centres undefined)	40%	-2	7%	10%	12%	9%	-8%	-4%	11%
COc1ccc(-n2cc(-c3ccccc3)c3c(NCCCN4CCOCC4)ncnc32)cc1	1%	1	-29%	-11%	-4%	-1%	-11%	-19%	-3%
N#Cc1ccc(NC(=O)COC(=O)CSc2nnc(-c3ccc(Cl)cc3)o2)cc1	-12%	2	-13%	-11%	-9%[11.4 µM]	-2%	-4%[60.1 µM]	-19%	-5%
COc1ccc(/C(N)=N/OC(=O)c2ccc(OC)c([N+](=O)[O-])c2)cc1OC	4%	-1	-10%	-1%	-13%	4%	-20%	-4%	2%
Cc1ccc(NC(=O)CC(C)S(=O)(=O)c2ccc3c(c2)NC(=O)CO3)cc1C (centres undefined)	9%&12%	2&6	-9%&-17%	-3%&-21%	-47%[56.9 µM]	99%[activator]	14%&1%	-16%&-5%	13%&-5%
COc1ccccc1-n1c(SCC(=O)NC2CCS(=O)(=O)C2)nc2cc([N+](=O)[O-])ccc21 (centres undefined)	-9%	-8	-15%	-1%	4%	-1%	-15%	-4%	-1%
COc1cc(OC)c2c(-c3cccc(-c4ccc(O)cc4)c3)cc(=O)oc2c1	nt	0	-6%	?	19%	-23%&-4%	-13%	-12%[110 µM]	10%
Cc1ccc(CNC(=O)CSc2ccc(-c3cccs3)nn2)cc1	32%	-4	-3%	-16%	-27%	14%	-22%	6%	-6%
Cc1ccc(N(C(=O)c2csnn2)C(C(=O)NC(C)(C)C)c2cccnc2)cc1C (centres undefined)	-13%	1	-20%	100%[activator]	-3%	-1%	-3%	-9%	-2%
O=C(O)c1cccc(OCc2ccccc2Cl)c1	-5%	2	-6%	-7%	12%	-1%	-4%	-13%	-4%
CCOC(CNC(=O)CCc1c(C)nc2ncnn2c1C)OCC	-2%	-6	-1%	3%	28%	?	0%	-11%	0%
Cc1cccc(N2CCN(C(=O)Cn3c(C)c4cnn(-c5ccccc5)c(=O)c4c3C)CC2)c1C	13%	2	-19%	-8%	-9%	nt	-5%	-14%	4%
O=C(CN1C(=O)NC2NC(=O)NC21)N/N=C/c1ccccc1O (centres undefined)	37%	4	0%	4%	-1%	1%	-12%	34%[activator]	-1%
Cc1ccccc1-n1c(SCC(=O)c2cc(C)n(C)c2C)nnc1-c1ccncc1	?	-1	?	0%	-10%[56.9 µM]	?	-23%	-22%	-1%
COC(=O)COc1ccc(C)cc1-n1nc2ccccc2n1	50%[activator]	-13	-12%	4%	19%	14%	-3%	-8%	6%
COc1ccc(OCC(=O)NCc2n[nH]c(=O)c3ccccc23)cc1	nt	-2	-18%	24%	-32%	8%	0%	nt	-1%
COc1cccc(CNC(=O)c2ccc(NC(=O)C3CCCO3)cc2)c1 (centres undefined)	24%	-1	-14%	-10%	-7%	12%	-4%	1%	0%
COc1ccc(/C=C(/CC(=O)NCc2ccc(Cl)cc2)c2nc3ccccc3s2)cc1	-3%	1	-12%	-26%	-31%	-2%	-3%	-12%	10%
COc1ccccc1CN1C[C@@H]2C[C@@H](c3cccc(C)n3)N3CCC[C@@]23C1=O	33%[activator]	-5	-20%	?	9%	-12%	-25%	-8%	4%
CCN(CC)S(=O)(=O)c1ccc2c(c1)N(CC(=O)NCc1ccccc1)C(=O)C1CCCCN21 (centres undefined)	9%	4	-2%	-1%	-11%	nt	5%[60.1 µM]	?	-4%
O=[N+]([O-])c1cccc2c(N3CCCC3)ccnc12	4%	-4	-17%	8%	-13%	-3%	-3%	-16%	-4%
N#Cc1ccc(CO/N=C/c2ccccc2)cc1	2%	-3	-6%	-12%	9%	10%	9%	-24%	-3%
CCOC(=O)CCn1cc(F)c(=O)[nH]c1=O	-15%	-5	-6%	-13%	2%	4%	-14%	-4%	1%
N#Cc1c(C#N)c(-c2ccccc2)n(-c2ccccc2)c1N	-9%	-3	-10%	143%[activator]	-6%	22%	-17%	-15%	-4%
Additional results.
SMILES	Pol beta inh	LDHA inh	Pol eta inh	12-LOX inh	RGS4 inh	APE1 inh	POLK inh	Apoferritin bind	ERG-DNA inh
CNC(=O)C1CCC(Cn2c(=O)c3sccc3n(CC(=O)Nc3ccc(C)cc3C)c2=O)CC1 (centres undefined)	11%	-4	-7%	1%	17%	nt	-3%	-3%	-7%
O=c1[nH]c2c(s1)C=Nc1ccccc1N2	27%	3	?	-4%	-45%	0%	-31%	-6%	-6%
Cc1noc(NS(=O)(=O)c2ccc(NC(=O)CSc3nc4ccccc4s3)cc2)c1C	-2%	-1	-9%	?	?	-9%	-2%	-3%	nt
Cc1ccc(S(=O)(=O)c2cn(C)c3cc(N4CCN(c5ccccc5)CC4)c(F)cc3c2=O)cc1	3%	-2	-4%	-11%	-17%	nt	-4%	-2%	10%
O=C(NCCOc1cccc(Oc2ccccc2)c1)c1cc(-n2cnnc2)ccc1Cl	-5%	-1	-10%	3%	-4%	0%	-13%	-11%	-8%
Cc1ccccc1OCc1nc2c3c(ncn2n1)-c1ccccc1CC31CCCC1	-25%	-6	-15%	10%	-21%	0%	-12%	1%	nt
Cc1ccccc1NC(=O)c1c(NC(=O)c2ccncc2)sc2c1CCC(C(C)(C)C)C2 (centres undefined)	26%	-2	-24%	?	-12%	nt	7%	-4%	-5%
Cc1ccc(N(C(=O)CNC(=O)c2ccco2)C(C(=O)NC2CCCC2)c2ccncc2)c(C)c1 (centres undefined)	54%	-5	6%	-17%	-4%	-8%	-8%	-4%	-5%
Cc1cc(C)cc(NC(=O)COc2coc(CN3CCN(c4ccccc4)CC3)cc2=O)c1	nt	-4	-4%	-20%	10%	-10%	-14%	nt	-7%
CCCC1NC(=O)NC(C)=C1C(=O)OCC (centres undefined)	20%	-7	-15%	0%	15%	14%	4%	-9%	-7%
CCN(CC(=O)Nc1ccc(OC)cc1)C(=O)c1cc(S(=O)(=O)N(C)C)ccc1N1CCCC1	nt	-6	-4%	2%	13%	4%	-13%	nt	-4%
CCC(C)(C)n1nnnc1C(c1cc2ccc(C)cc2[nH]c1=O)N(Cc1cccnc1)Cc1ccco1 (centres undefined)	4%	-3	2%	3%[57.4 µM]	-21%	-4%	-10%	2%	nt
Cc1ccc(/C=N/NC(=O)c2cc(C)oc2C)o1	-2%	2	-3%	8%	-14%	-2%	-1%	-8%	0%

Compounds listed so far that have a halogen, in the order listed:
SMILES	Pol beta inh	LDHA inh	Pol eta inh	12-LOX inh	RGS4 inh	APE1 inh	POLK inh	Apoferritin bind	ERG-DNA inh
N#Cc1ccc(NC(=O)COC(=O)CSc2nnc(-c3ccc(Cl)cc3)o2)cc1	-12%	2	-13%	-11%	-9%[11.4 µM]	-2%	-4%[60.1 µM]	-19%	-5%
O=C(O)c1cccc(OCc2ccccc2Cl)c1	-5%	2	-6%	-7%	12%	-1%	-4%	-13%	-4%
COc1ccc(/C=C(/CC(=O)NCc2ccc(Cl)cc2)c2nc3ccccc3s2)cc1	-3%	1	-12%	-26%	-31%	-2%	-3%	-12%	10%
CCOC(=O)CCn1cc(F)c(=O)[nH]c1=O	-15%	-5	-6%	-13%	2%	4%	-14%	-4%	1%
Cc1ccc(S(=O)(=O)c2cn(C)c3cc(N4CCN(c5ccccc5)CC4)c(F)cc3c2=O)cc1	3%	-2	-4%	-11%	-17%	nt	-4%	-2%	10%
O=C(NCCOc1cccc(Oc2ccccc2)c1)c1cc(-n2cnnc2)ccc1Cl	-5%	-1	-10%	3%	-4%	0%	-13%	-11%	-8%
